# Source: PubChem BioAssay (National Center for Advancing Translational Sciences (NCATS))
# TRb SRC2 PPI: qHTS for Inhibitors of the Interaction of Thyroid Hormone Receptor and Steroid Receptor Coregulator 2; Thyroid hormone receptor beta (Homo sapiens), P10828; Potency, µM (series often up to 106 µM), inactives show at the top dose activity change, negative = inhibition, actives largely listed as inhibitors; AID 1469, 2008; TRbeta-SRC2 peptide binding, fluorescence polarization; receptor liganded with 1 µM T3; 280,000 compounds, 0.065% hits;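 also: plate controls were bound peptide for no effect and peptide without receptor for full effect; nearly all actives have a fitted effect of over 50% in size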
#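 Binding of a 20-amino-acid Texas Red SRC2 peptide (20 nM) to TRb ligand-binding domain (0.6 uM) with agonist T3 at 1 uM was followed by fluorescence polarization after a 5 hr room-temperature incubation.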
# RGS12 GoLoco inh: qHTS Assay for Inhibitors of RGS12 GoLoco Motif Activity (Red Fluorophore) | Gai1:RGS12 GoLoco peptide FP, rhodamine, 10 min | Potency, µM (top dose mostly 61.6 µM), without a hit: at the highest dose activity, negative = inhibition, most hits filed as inhibitors | 230,000 compounds, 0.44% hits; active = well fitted inhibition curve with a large enough effect, not every such curve was filed as active; inactive = no such curve, though single readings can be large or run the other way; also: nearly all actives have a fitted effect of over 30% in size; many of its hits are not listed in these tables
# Tau fibril FP: qHTS for Inhibitors of Tau Fibril Formation, Fluorescence Polarization; K18 P301L tau heparin fibrillization, Alexa594 FP, 6 h; Potency, µM (series often up to 57.7 µM), for the others: top-dose activity, negative = inhibition, hits mostly inhibitors; 280,000 compounds, 0.39% hits; AID 1468, 2008; also: nearly all actives have a fitted effect of over 55% in size
# Target sequence (P10636 561-689 P618L limits assumed): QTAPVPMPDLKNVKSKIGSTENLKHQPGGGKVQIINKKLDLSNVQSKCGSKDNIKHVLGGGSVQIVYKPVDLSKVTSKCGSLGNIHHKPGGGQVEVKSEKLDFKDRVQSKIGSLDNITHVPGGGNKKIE
#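 Human tau K18 […] P301L fragment, 15 uM unlabeled plus 0.24 uM Alexa 594-labeled tau (final), with compound and 20 uM heparin in 100 mM sodium acetate pH 7; 6 hr at 37 C, then Alexa 594 FP read.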
# L3MBTL1 inh: qHTS Assay for the Inhibitors of L3MBTL1. Lethal(3)malignant brain tumor-like protein 1 (Homo sapiens), Q9Y468. AlphaScreen L3MBTL1–H3K9me1 peptide binding. Potency, µM (highest dose often 57.1 µM), inactives show top-dose activity, negative = inhibition, usual class: inhibitors. 230,000 compounds, 0.66% hits. AID 485360, 2010; also: nearly all actives have a fitted effect of over 60% in size
#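 Read-out is AlphaScreen signal from streptavidin donor and nickel chelate acceptor beads (10 ug/mL final each) bridging L3MBTL1 (50 nM) and biotinylated K9-monomethylated H3(1-15) peptide (75 nM), after 30 min compound exposure at room temperature.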
# JMJD2E inh: qHTS Assay for Inhibitors of Human Jumonji Domain Containing 2E (JMJD2E); Lysine-specific demethylase 4E (Homo sapiens), B2RXH2; JMJD2E catalytic domain, FDH-coupled NADH fluorescence (FDH is formaldehyde dehydrogenase); Potency, µM (titrated, usually from 57.1 µM), without a hit: top-dose activity change, negative = inhibition, hits mostly inhibitors; 230,000 compounds, 1.6% hits; AID 2147, 2009; active = well fitted inhibition curve with a large enough effect, not every such curve was filed as active; inconclusive = small, poorly fitted or top-dose-only effect, or another doubt; inactive = no such curve, though single readings can be large or run the other way;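 also: 0% = wells with enzyme and -100% = buffer wells without enzyme; nearly all actives have a fitted effect of over 50% in size; many of its hits are not listed in these tables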
# Tau ThT inhib: qHTS for Inhibitors of Tau Fibril Formation, Thioflavin T Binding; Potency, µM (doses to about 57.4 µM), for the others: at the highest dose activity, negative = inhibition, actives largely listed as inhibitors; AID 1460, 2008; 270,000 compounds, 2.1% hits; recombinant tau K18 P301L (four-repeat tau fragment), heparin-induced fibrillization, ThT fluorescence; also: nearly all actives have a fitted effect of over 55% in size
#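 In this qHTS, human K18 P301L tau is incubated with compound and heparin for 6 hr at 37 C, and Thioflavin T fluorescence then reports fibril load.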
# TexasRed fluor: Total Fluorescence Counterscreen for Inhibitors of the Interaction of Thyroid Hormone Receptor and Steroid Receptor Coregulator 2. TRb/SRC2 Texas Red total fluorescence interference. Potency, µM (highest dose often 106 µM), for the others: top-dose fluorescence change, negative = quenching. 280,000 compounds, 0.29% hits. AID 1479, 2009; active = well fitted curve in either direction with a large enough effect; inconclusive = small, poorly fitted or top-dose-only effect
#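 Human TRb ligand-binding domain at 0.6 uM with 20 nM Texas Red SRC2 peptide in Tris buffer containing 1 uM T3 and 5% DMSO, incubated with compound 5 h at ambient temperature. Total fluorescence (555/632 nm) calculated as parallel + 2 × perpendicular.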
# RECQ1 helicase: qHTS Assay for Inhibitors of RecQ-Like Dna Helicase 1 (RECQ1). ATP-dependent DNA helicase Q1 (Homo sapiens), P46063. RECQ1 DNA unwinding, red fluorescence kinetic read. Potency, µM (series often up to 57.3 µM), for the others: top-dose activity, negative = inhibition, actives largely listed as inhibitors. 240,000 compounds, 0.54% hits. AID 2549, 2010;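 also: plate controls were vehicle for no effect and no enzyme for full effect; nearly all actives have a fitted effect of over 30% in size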
# Target sequence (P46063 whole entry, looked up): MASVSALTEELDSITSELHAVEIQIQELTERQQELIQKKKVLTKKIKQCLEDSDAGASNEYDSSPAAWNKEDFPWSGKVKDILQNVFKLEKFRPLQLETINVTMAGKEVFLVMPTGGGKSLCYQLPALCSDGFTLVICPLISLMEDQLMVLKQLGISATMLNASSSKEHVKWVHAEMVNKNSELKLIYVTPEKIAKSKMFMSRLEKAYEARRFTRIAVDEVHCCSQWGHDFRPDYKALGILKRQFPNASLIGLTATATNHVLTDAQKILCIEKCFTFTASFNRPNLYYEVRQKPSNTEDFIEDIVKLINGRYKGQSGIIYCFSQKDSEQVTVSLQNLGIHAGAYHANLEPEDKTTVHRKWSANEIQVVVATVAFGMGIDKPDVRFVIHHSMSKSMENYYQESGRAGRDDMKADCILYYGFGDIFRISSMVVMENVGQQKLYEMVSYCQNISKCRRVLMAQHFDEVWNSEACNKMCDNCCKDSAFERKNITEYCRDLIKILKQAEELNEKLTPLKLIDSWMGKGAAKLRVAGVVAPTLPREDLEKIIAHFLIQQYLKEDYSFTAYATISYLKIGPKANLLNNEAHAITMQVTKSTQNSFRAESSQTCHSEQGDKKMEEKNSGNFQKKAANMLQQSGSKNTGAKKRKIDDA
#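 50 nM RECQ1T1 preincubated 15 min with compound in Tris pH 8.0 buffer with MgCl2, DTT, Tween-20 and 2.5 ug/ml poly(dI-dC); started with 200 nM TAMRA/BHQ-2 forked duplex and 2 mM ATP. Unwinding read as fluorescence (525/598 nm), two reads 2 h apart.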
# Active calls of the source: *; i = inactive; ? = inconclusive; . = no result given; [ ] = remark or other dose. Unless noted, calls follow the shape of the dose curve; as a rule, active = well fitted curve in the direction sought with a large enough effect; inconclusive = small, poorly fitted or top-dose-only effect, or another doubt; inactive = no such curve, though single readings can be large; an effect the other way counts as inactive or inconclusive. Unless noted, % is scaled to controls: 0 for no effect and ±100 for the full control effect; potency is read from the fitted curve at half-maximal effect.
No.	canonical_smiles	TRb SRC2 PPI	RGS12 GoLoco inh	Tau fibril FP	L3MBTL1 inh	JMJD2E inh	Tau ThT inhib	TexasRed fluor	RECQ1 helicase
1	NC(=O)CSc1nnc(Cn2cnc3ccccc32)o1	-1%	0%	-8%	.	13%	-4%	1%	-13%
2	CCOCCc1nn2c(=O)cc(COC(=O)c3ccccc3NC(=O)c3ccc(C)cc3)nc2s1	2%	.	10%	.	.	4%	0%	.
3	CC(=O)N1CCN2C(=O)C1CCCC(=O)c1cc(C(C)C)ccc12 (centres undefined)	-8%	8%	9%	-6%	?	-14%	-3%	-16%
4	CCc1ccc(C(=O)c2cnc3ccc(C)cc3c2S(=O)(=O)c2ccc(OC)cc2)cc1	-8%	.	-12%	.	.	-9%	?	.
5	NS(=O)(=O)c1ccc(CCN2C(=O)/C(=C\c3ccc(Cl)cc3)SC2=S)cc1	4%	4%	-3%	-9%	6%	?	0%	-10%
6	CCOc1cc(NC(=O)CCl)c(OCC)cc1NC(=O)CCl	?	1%	2%	.	?	.	?	-6%
7	CC(C)OP(=O)(OC(C)C)C(NC(=O)c1ccccc1Br)C(N)=O (centres undefined)	1%	1%	-4%	3%	0%	-1%	-2%	-8%
8	CC1=CN2CC(O)CN=C2C=C1 (centres undefined)	3%	8%	-6%	.	?	-10%	-3%	-2%
9	Cc1ccccc1C(C(=O)NC1CCCC1)N(C(=O)CNC(=O)c1ccco1)c1cccnc1 (centres undefined)	-5%	1%	0%	4%	22%	-1%	1%	0%
10	Cc1ccc(C)c(Oc2cc(NC(=O)CCCn3nc(C)c([N+](=O)[O-])c3C)cc([N+](=O)[O-])c2)c1	11%	-8%	1%	-23%	-1%	-4%	11%	-2%
11	CC(C)(C)NC(=O)NC(=O)COC(=O)Cc1coc2ccc3ccccc3c12	8%	0%	-2%	-15%	?	-11%	-9%	-10%
12	Cc1cccc(NC(=O)Cn2nnc(C(=O)Nc3ccc(F)c(Cl)c3)c2N)c1	-2%	.	8%	.	.	4%	?	.
13	O=C(c1ccc2ccccc2n1)N1CCN(c2ccccc2Cl)CC1	-4%	2%	-1%	-6%	-24%	-13%	-1%	-13%
14	S=C(NCCc1ccccc1)NCCc1ccccc1	1%	2%	-5%	0%	9%	-3%	-1%	i
15	O=C(c1ccc(CSc2nc3ccncc3n2Cc2ccc(F)cc2)cc1)N1CCCCCC1	-6%	.	5%	.	.	-7%	-1%	.
16	C=CCN1C(=O)S/C(=C/c2ccc(Sc3nc4ccccc4[nH]3)o2)C1=O	-1%	-21%	-6%	-10%	-2%	?	1%	-7%
17	COc1cccc(Nc2nnc(SCC(=O)N(CC(C)C)CC(C)C)s2)c1	1%	.	-5%	-3%	12%	-5%	0%	-7%
18	Cc1nn(C)c2c1c(C(F)(F)F)cc(=O)n2CC(=O)NCCC(C)C	-3%	.	-1%	.	.	-2%	0%	.
19	COC(=O)CNC(=O)CSc1nnc(-c2ccc(OC)cc2)n1CC(C)C	1%	4%	10%	.	-3%	-14%	-3%	-2%
20	CCS(=O)(=O)c1nn2c(N)c(/C=C3/C=CC(=O)C(OC)=C3)c(=O)nc2s1	8%	3%	-2%	3%	-10%	?	-13%	11%

# Compounds 1 through 6 of the list above:
No.	canonical_smiles	TRb SRC2 PPI	RGS12 GoLoco inh	Tau fibril FP	L3MBTL1 inh	JMJD2E inh	Tau ThT inhib	TexasRed fluor	RECQ1 helicase
1	NC(=O)CSc1nnc(Cn2cnc3ccccc32)o1	-1%	0%	-8%	.	13%	-4%	1%	-13%
2	CCOCCc1nn2c(=O)cc(COC(=O)c3ccccc3NC(=O)c3ccc(C)cc3)nc2s1	2%	.	10%	.	.	4%	0%	.
3	CC(=O)N1CCN2C(=O)C1CCCC(=O)c1cc(C(C)C)ccc12 (centres undefined)	-8%	8%	9%	-6%	?	-14%	-3%	-16%
4	CCc1ccc(C(=O)c2cnc3ccc(C)cc3c2S(=O)(=O)c2ccc(OC)cc2)cc1	-8%	.	-12%	.	.	-9%	?	.
5	NS(=O)(=O)c1ccc(CCN2C(=O)/C(=C\c3ccc(Cl)cc3)SC2=S)cc1	4%	4%	-3%	-9%	6%	?	0%	-10%
6	CCOc1cc(NC(=O)CCl)c(OCC)cc1NC(=O)CCl	?	1%	2%	.	?	.	?	-6%

# Next part.
No.	canonical_smiles	TRb SRC2 PPI	RGS12 GoLoco inh	Tau fibril FP	L3MBTL1 inh	JMJD2E inh	Tau ThT inhib	TexasRed fluor	RECQ1 helicase
21	CC(C)CC(N)C(=O)NC(C)C(=O)O (centres undefined)	-4%	5%	1%	.	-6%	-1%	-6%	-9%
22	CC(C)OCCCNC(=O)CNC(=O)c1cccs1	-14%	-3%	-10%	2%	0%	-3%	-1%	i
23	COc1ccc(-c2nc(-c3cccnc3)no2)cc1OC	8%	14%	1%	-4%	1%	?	-4%	-5%
24	COC(=O)c1ccccc1NC(=O)CNc1cc(Cl)ccc1N1CCOCC1	10%	11%	19%	5%	?	-13%	5%	-5%
25	CCc1nnc(NC(=O)CSc2nnc(-c3cccnc3)n2CC)s1	-5%	-17%	3%	.	5%	2%	-9%	i
26	COc1ccc(-c2nc3cc(C(C)C)ccc3o2)cc1NC(=O)c1ccccc1[N+](=O)[O-]	7%	.	-3%	.	.	?	5%	.
27	CCOc1ccc(CCNC(=O)c2oc(=O)c3ccccc3c2-c2ccc(C)cc2)cc1OCC	3%	.	-7%	.	.	-15%	-1%	.
28	CCOC(=O)C1CCCN(C(=O)c2ccc(Cl)c(S(=O)(=O)N3CCCCC3)c2)C1 (centres undefined)	-18%	3%	-4%	0%	3%	1%	0%	i
29	CC(=O)SCCC(=O)Nc1ccccc1	-15%	-10%	-7%	1%[11.4 µM]	-1%	-1%	-1%	-1%
30	COC(=O)/C(=C/c1cccnc1)NC(=O)c1ccccc1	3%	3%	-7%	6%	5%	-6%	2%	-2%
31	COC(C[C@H](O)C[C@@H](O)COCc1ccccc1)OC	9%	9%	-1%	.	9%	7%	-1%	i
32	CCc1ccc(/C=C2\SC(=S)N(CCCC(=O)Nc3nccs3)C2=O)cc1	-13%	7%	-15%	29%	9%	6%	2%	-7%
33	O=C(NC(=S)NNC(=O)[C@H]1C[C@@H]1c1ccccc1)c1cccc(F)c1	-1%	6%	-1%	5%	-9%	-8%	-2%	i
34	O=S(=O)(Nc1nc2ccc(S(=O)(=O)N3CCCC3)cc2s1)c1ccc(F)cc1	-8%	15%	-10%	.	?	-19%	1%	-7%
35	CCCOc1cccc(C(=O)Nc2cccc(NC(=O)c3ccc(C(C)(C)C)cc3)c2)c1	-4%	.	?	.	.	-2%	1%	.
36	Clc1ccc(Cc2nnc(-c3cccs3)o2)cc1	1%	0%	-11%	10%	2%	-4%	1%	i
37	COc1ccc(-n2nc(C(=O)N3CCN(c4ccccc4OC)CC3)c3c4ccccc4n(C)c3c2=O)cc1Cl	-8%	.	-2%	.	.	1%	2%	.
38	O=C(COC(=O)c1ccc([N+](=O)[O-])s1)NCc1ccccc1	-5%	.	-2%	?	-3%	-18%	2%	-2%
39	CC(=O)Nc1ccc(S(=O)(=O)NCC(=O)OC(C)c2ccccc2Cl)cc1 (centres undefined)	-1%	30%[activator]	-5%	9%	4%	-5%	4%	-2%
40	CCOC(=O)Cn1nnnc1CN(Cc1ccccc1)Cc1cc2cc(CC)ccc2[nH]c1=O	6%	9%	5%	3%	?	-16%	-4%	-5%
41	COc1ccc(C(=O)Nc2nc3nc(-c4ccccc4)cc(=O)n3[nH]2)cc1	2%	3%	-6%	?	1%	-1%	-10%	-5%
42	O=C(NCC1COc2ccccc2O1)c1ccco1 (centres undefined)	5%	.	-3%	3%	-3%	-11%	-1%	-2%
43	CCn1c(-c2ccccc2)ccc(C#N)c1=O	-14%	-8%	-11%	45%[activator]	?	-15%	1%	-12%
44	Cc1ccc2[nH]c(=O)c(CN(Cc3ccccc3Cl)C(=O)N3CCOCC3)cc2c1	-1%	-4%	5%	.	?	-15%	-1%	-1%
45	O=C(CN1CCc2ccccc2C1)Nc1ccc(F)cc1F	1%	-1%	-5%	3%	2%	-8%	-4%	i
46	COc1ccc(CCNCC(O)COc2cccc(Br)c2)cc1 (centres undefined)	-7%	2%	-7%	.	-12%	-12%	-7%	-5%
47	CCOC(=O)C(=Cc1ccc(F)cc1)C(=O)OCC	-8%	7%	2%	1%	-2%	?	1%	i
48	Cc1ccc(-n2ncc(C(=O)NCCN3CCc4ccccc4C3)c2C2CCN(C(=O)OC(C)(C)C)CC2)cc1C	-4%	.	15%	.	.	-13%	-4%	.
49	C=CCn1cc(C(=O)OC)c(=O)c2cc(S(=O)(=O)N(CC)CC)ccc21	17%	10%	-1%	.	10%	-13%	2%	-4%

# An excerpt (hit frequency here may not be typical).
